# CHRM5 antagonist – human M5 muscarinic receptor antagonists, primary screen, CHO cells, Fluo-8 calcium fluorescence. inhibition, % at 3 µM. Muscarinic acetylcholine receptor M5 (Homo sapiens), P08912. AID 624040, 2012. CHO-hM5 cells, ACh EC80. 360,000 tested, 0.59% active;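 active = inhibition above a per-plate cutoff, the mean of that plate's test compounds plus 3 SD, cut at about 27% in these data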;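 note: 0% = acetylcholine EC80 with DMSO and 100% = DMSO without agonist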
# Target sequence (P08912 whole entry, looked up): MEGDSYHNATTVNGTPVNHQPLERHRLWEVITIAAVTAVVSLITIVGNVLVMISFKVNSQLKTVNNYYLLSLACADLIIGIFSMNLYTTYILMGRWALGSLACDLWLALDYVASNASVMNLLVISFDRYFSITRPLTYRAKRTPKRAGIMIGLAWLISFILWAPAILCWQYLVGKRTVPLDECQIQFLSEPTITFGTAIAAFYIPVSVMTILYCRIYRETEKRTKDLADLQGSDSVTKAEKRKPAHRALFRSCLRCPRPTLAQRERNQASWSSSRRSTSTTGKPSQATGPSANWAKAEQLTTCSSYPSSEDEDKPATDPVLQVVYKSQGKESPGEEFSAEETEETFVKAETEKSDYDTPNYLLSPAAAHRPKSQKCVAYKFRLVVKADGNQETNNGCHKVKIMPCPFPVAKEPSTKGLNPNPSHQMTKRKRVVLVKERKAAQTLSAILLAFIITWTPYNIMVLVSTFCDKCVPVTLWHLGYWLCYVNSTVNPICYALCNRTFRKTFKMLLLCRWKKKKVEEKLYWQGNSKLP
# CHRM4 PAM – human M4 muscarinic receptor positive allosteric modulators, primary screen, CHO-K1 cells, Fluo-8 calcium fluorescence; Muscarinic acetylcholine receptor M4 (Homo sapiens), P08173; CHO-K1 hM4/Gqi5, ACh EC20; 0% = ACh EC20, 100% = maximal ACh; activation, % at 3 µM; 360,000 tested, 0.4% active;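 active = activation above its plate's cutoff, the mean activation of sample wells plus 3 SD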; note: some results filed as inactive read as strong as hits
# M5 ag – human M5 muscarinic receptor agonists, primary screen, CHO-K1 cells, Fluo-8 calcium fluorescence; CHO-K1 hM5 cells; 0% DMSO wells, 100% maximal acetylcholine response; Muscarinic acetylcholine receptor M5 (Homo sapiens), P08912; 360,000 tested, 0.19% active; activation, % at 3 µM;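 active = activation above the run's mean over test compounds plus 3 SD, cut at about 23% in these data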;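 note: signal is peak over basal fluorescence ratio across the kinetic read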
# M4 antag – human M4 muscarinic receptor antagonists, primary screen, CHO cells, Fluo-8 calcium fluorescence; Muscarinic acetylcholine receptor M4 (Homo sapiens), P08173; CHO-hM4 cells, ACh EC80; inhibition, % at 3 µM; 360,000 tested, 0.73% active; AID 624125, 2012;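 active = inhibition above its plate's cutoff, the mean inhibition of sample wells plus 3 SD, cut at about 27% in these data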;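 note: 0% = acetylcholine EC80 with DMSO and 100% = DMSO without agonist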
# M1 PAM – human M1 muscarinic receptor positive allosteric modulators, primary screen, CHO-K1 cells, Fluo-8 calcium fluorescence, 1536-well; 360,000 tested, 0.088% active; AID 588819, 2011; CHO-K1 hM1, ACh EC20; 0% = ACh EC20, 100% = maximal ACh; activation, % at 3 µM; in the data active = activation above about 19%, passing the limit was not always enough
# Target sequence (P11229 whole entry, looked up): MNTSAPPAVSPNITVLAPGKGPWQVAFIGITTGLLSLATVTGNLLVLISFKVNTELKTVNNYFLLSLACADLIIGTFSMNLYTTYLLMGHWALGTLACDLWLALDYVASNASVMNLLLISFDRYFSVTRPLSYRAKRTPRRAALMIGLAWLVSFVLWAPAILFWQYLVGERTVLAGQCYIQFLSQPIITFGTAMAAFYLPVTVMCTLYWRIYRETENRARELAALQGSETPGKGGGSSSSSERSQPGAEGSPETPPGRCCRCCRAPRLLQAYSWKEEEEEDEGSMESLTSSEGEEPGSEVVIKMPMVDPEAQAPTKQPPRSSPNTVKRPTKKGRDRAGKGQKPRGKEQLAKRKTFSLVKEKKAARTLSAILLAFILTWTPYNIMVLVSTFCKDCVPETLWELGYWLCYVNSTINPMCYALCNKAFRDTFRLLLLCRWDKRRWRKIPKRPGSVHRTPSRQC
# CHRM4 agonist – human M4 muscarinic receptor agonists, primary screen, CHO-K1 cells, Fluo-8 calcium fluorescence; Muscarinic acetylcholine receptor M4 (Homo sapiens), P08173; CHO-K1 hM4/Gqi5; vehicle 0%, full acetylcholine response 100%; activation, % at 3 µM; 360,000 tested, 0.14% active; AID 624127, 2012;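 active = activation above the run mean over all test wells plus 3 SD, cut at about 32% in these data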;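 note: peak over basal fluorescence ratio per well then scaled between controls; 0% = DMSO wells and 100% = acetylcholine at EC100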
# CHRM5 PAM – human M5 muscarinic receptor positive allosteric modulators, primary screen, CHO-K1 cells, Fluo-8 calcium fluorescence | Muscarinic acetylcholine receptor M5 (Homo sapiens), P08912 | CHO-K1 hM5, ACh EC20 PAM; 0% = ACh EC20, 100% = ACh EC100 | activation, % at 3 µM | 360,000 tested, 0.3% active | AID 624038, 2012;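 active = activation above the run cutoff, the mean activation of all test compounds plus 3 SD, cut at about 18% in these data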
#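 Test system: CHO-K1 hM5 cells / Doses: single-point, 3 µM nominal / Times: Post-acetylcholine fluorescence recording 140 s / Technique: Fluo-8 calcium fluorescence / Measure: Max/basal fluorescence ratio as % of EC20–EC100 ACh window / Benchmarks: low control EC20 acetylcholine (0%), high control EC100 acetylcholine (100%) / Replicates: one well per compound, no replicates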
# CHRM1 antagonist – human M1 muscarinic receptor antagonists, primary screen, CHO-K1 cells, Fluo-8 calcium fluorescence, 1536-well | Muscarinic acetylcholine receptor M1 (Homo sapiens), P11229 | CHO-K1 hM1, ACh EC80 antagonist | inhibition, % at 3 µM | 360,000 tested, 1.3% active;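 active = percent inhibition above its own plate's cutoff, namely the mean of that plate's compound wells plus 3 SD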;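 note: peak over basal fluorescence ratio during 140 s after agonist addition; 0% = ACh EC80 plus DMSO and 100% = DMSO alone without agonist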
# CRFR2-BP ag – agonists of CRF-BP/CRF-R2 complex, primary screen, cell-based, HEK293, calcium dye fluorescence, uHTS; activation, % at 13.2 µM; calcium dye fluorescence (FLIPR); percent of saturating CRF peptide response; CRF-binding protein / CRF receptor 2 complex (human); 350,000 tested, 0.46% active;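 active = activation of at least 50%, plus an integration ratio under a set limit after plate pattern correction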;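 note: plate controls were neutral control wells without compound for no effect and CRF at EC100 for full effect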
# * hit, by the source's call; & = joins results of further samples. This is a random part of the collection (roughly 2.8% active in at least one column).
# The first 10 records, ahead of the listing:
CHRM5 antagonist	CHRM4 PAM	CHRM4 agonist	M4 antag	CHRM1 antagonist	M5 ag	CRFR2-BP ag	M1 PAM	CHRM5 PAM	structure
5.7	-29.9	0.7	-3.1	36.8	-4.5	1.1	-22.9	-10.3	FC(F)(F)c1cccc(OCCN2CCN(Cc3ccccc3)CC2)c1
1.7	-18.6	9.4	7.7	2.3	1.7	-0.7	-3.0	-6.8	O=C(CCC(=O)Nc1cccnc1)Nc1cccnc1
-3.6	1.3	1.0	-6.8	-12.7	1.9	1.0	5.8	0.1	CCCCC(CC)CNC(=O)C1CCCN(S(=O)(=O)c2cnc[nH]2)C1 (stereo not drawn)
-11.1	-7.4	10.3	-2.0	6.3	7.6	0.8	-4.7	1.3	COCc1ccc(C(=O)NC2CCCc3c2cnn3-c2ccc(C)c(C)c2)o1 (stereo not drawn)
-6.2	-9.3	0.9	10.4	14.0	0.4	0.4	-7.6	0.8	CC[C@]12c3[nH]c4ccccc4c3CCN1C(=O)C(CC(=O)NC(C)(C)C)C[C@@H]2C(=O)N1CCN(C(=O)C2CC2)CC1 (stereo partly drawn)
1.1	4.2	0.0	-2.7	-8.4	0.5	-0.4	8.7	5.3	O=C(O)c1ccc(Cl)c(NC(=O)C2CCN(S(=O)(=O)c3ccc4c(c3)OCCO4)CC2)c1
2.8	-6.3	1.4	-7.0	-2.3	0.7	-3.5	-0.7	-6.4	COc1cccc(-c2cc3nc(-c4ccccc4)cc(=O)n3[nH]2)c1
-7.3&10.0	7.3&5.7	3.4&1.0	-21.5&2.3	-21.9&4.8	-2.5&-0.2	0.5&0.5	7.3&-4.9	0.4&-2.2	COc1cc(NC(=O)c2nccn2C)cc(C(=O)Nc2cccc(C(F)(F)F)c2)c1
-3.8	10.5	1.6	2.2	-6.2	0.6	-1.5	9.1	5.3	COc1cccc(C=Nc2ccc(C)c(F)c2)c1O
14.2	-3.3	18.7	-14.3	15.7	0.2	2.8	-13.3	-5.9	COCOCCn1cc(CN2CCS(=O)(=O)N(Cc3ccc(-c4ccc(F)nc4)cc3)C(CC(C)C)C2=O)nn1 (stereo not drawn)

# The listing, from the start:
CHRM5 antagonist	CHRM4 PAM	CHRM4 agonist	M4 antag	CHRM1 antagonist	M5 ag	CRFR2-BP ag	M1 PAM	CHRM5 PAM	structure
5.7	-29.9	0.7	-3.1	36.8	-4.5	1.1	-22.9	-10.3	FC(F)(F)c1cccc(OCCN2CCN(Cc3ccccc3)CC2)c1
1.7	-18.6	9.4	7.7	2.3	1.7	-0.7	-3.0	-6.8	O=C(CCC(=O)Nc1cccnc1)Nc1cccnc1
-3.6	1.3	1.0	-6.8	-12.7	1.9	1.0	5.8	0.1	CCCCC(CC)CNC(=O)C1CCCN(S(=O)(=O)c2cnc[nH]2)C1 (stereo not drawn)
-11.1	-7.4	10.3	-2.0	6.3	7.6	0.8	-4.7	1.3	COCc1ccc(C(=O)NC2CCCc3c2cnn3-c2ccc(C)c(C)c2)o1 (stereo not drawn)
-6.2	-9.3	0.9	10.4	14.0	0.4	0.4	-7.6	0.8	CC[C@]12c3[nH]c4ccccc4c3CCN1C(=O)C(CC(=O)NC(C)(C)C)C[C@@H]2C(=O)N1CCN(C(=O)C2CC2)CC1 (stereo partly drawn)
1.1	4.2	0.0	-2.7	-8.4	0.5	-0.4	8.7	5.3	O=C(O)c1ccc(Cl)c(NC(=O)C2CCN(S(=O)(=O)c3ccc4c(c3)OCCO4)CC2)c1
2.8	-6.3	1.4	-7.0	-2.3	0.7	-3.5	-0.7	-6.4	COc1cccc(-c2cc3nc(-c4ccccc4)cc(=O)n3[nH]2)c1
-7.3&10.0	7.3&5.7	3.4&1.0	-21.5&2.3	-21.9&4.8	-2.5&-0.2	0.5&0.5	7.3&-4.9	0.4&-2.2	COc1cc(NC(=O)c2nccn2C)cc(C(=O)Nc2cccc(C(F)(F)F)c2)c1
-3.8	10.5	1.6	2.2	-6.2	0.6	-1.5	9.1	5.3	COc1cccc(C=Nc2ccc(C)c(F)c2)c1O
14.2	-3.3	18.7	-14.3	15.7	0.2	2.8	-13.3	-5.9	COCOCCn1cc(CN2CCS(=O)(=O)N(Cc3ccc(-c4ccc(F)nc4)cc3)C(CC(C)C)C2=O)nn1 (stereo not drawn)
-0.7	-0.4	2.1	9.8	5.6	4.9	-4.5	-2.1	-1.5	O=S(=O)(c1cnc[nH]1)N1CCN(c2ccc(Cl)cc2)CC1
-3.6	6.8	2.1	-20.0	-22.8	-2.5	-0.2	17.9	2.9	Cc1[nH]c(C)c(S(=O)(=O)NCC(C)c2ccccc2)c1C(=O)N1CCCCC1 (stereo not drawn)
0.0	1.2	-0.1	6.7	-7.7	-0.5	-2.8	9.2	-0.2	COc1ccc(CCNC(=O)N2CCOCC2)cc1
-1.5	2.5	-0.5	2.3	-4.9	3.6	-0.2	3.0	5.5	Cc1c(C)n2c(SCC(=O)NC3CCCC3)nnc2[nH]c1=O
5.4	1.0	0.6	2.8	3.7	-1.1	-0.1	3.1	-5.0	O=C(NC(Cc1ccc2c(c1)OCO2)C(=O)NC(Cc1ccccc1)C(=O)O)c1ccccc1 (stereo not drawn)
1.0	6.3	-0.2	-9.5	-12.6	3.5	3.2	5.2	6.5	Fc1cccc(-c2ncc(-c3ccccc3)o2)c1
-2.7	11.7	2.9	3.3	-4.5	1.6	-0.8	3.5	-0.2	COC(=O)c1cc(NC(=O)CSc2nncn2C)cc(C(=O)OC)c1
7.2	3.0	6.8	-5.5	-5.4	0.8	0.4	0.4	-8.4	CCOc1ccc(S(=O)(=O)N(CCO)CCO)cc1-c1nc2c(C(C)(C)C)nn(C)c2c(=O)[nH]1
10.6	-3.1	0.0	-0.8	3.1	-4.2	0.9	-4.1	-6.2	CC(=O)c1cccc(CN2CCc3ccc(NC(=O)C4CCCO4)cc3C2)c1 (stereo not drawn)
12.6	-8.7	0.5	7.6	16.7	-2.5	0.2	-2.5	-1.9	CC(C)(Cc1ccc(O)cc1)NC(=O)CC(=O)N=Nc1c(O)[nH]c2cc(Br)ccc12
3.5	2.1	5.0	-4.7	-8.5	2.7	-0.9	6.5	-6.6	CC1CN(C(=O)COC(=O)/C=C/c2ccc(C(F)(F)F)cc2)CC(C)O1 (stereo not drawn)
6.7	8.8	1.4	-7.2	-18.9	-0.9	0.4	11.4	-3.2	CC(=O)Nc1ccc(-c2cc(-c3ccc(NC(C)=O)cc3)nc(-c3ccccc3)n2)cc1
-0.3	9.1	0.4	-5.8	-16.3	-1.1	-0.1	9.2	3.4	CCOC(=O)c1sc(=S)n(C)c1N
-0.6	4.5	0.6	-5.2	-2.0	-1.1	2.5	6.0	5.0	O=C(COc1ccc([N+](=O)[O-])cc1)Nc1ccccc1C(=O)NC1CC1
-6.9	18.0	0.7	4.4	-8.8	2.2	-1.1	16.9	7.2	COCNc1nc(OCC#N)nc(N(C)C)n1
5.2	1.4	4.7	-8.0	-5.2	0.3	0.6	5.6	-4.7	COc1ccc(C(=O)OCc2nnc(-c3ccccc3)o2)cc1S(=O)(=O)N1CCOCC1
3.5	-9.7	-0.2	-0.6	10.7	-4.1	-0.3	-6.4	-15.2	CCOc1ccc(Cl)cc1S(=O)(=O)N1CCN(c2ccc(F)cc2)CC1
-8.4	8.8	2.1	-3.6	-9.2	6.3	-0.1	9.5	6.9	COCCN=C(NS(=O)(=O)c1cccs1)c1ccccc1Cl
3.5	-1.3	0.5	0.7	-5.3	-2.2	-1.6	9.6	1.5	COc1ccc2[nH]c(C(=O)NCCCn3ccnc3)cc2c1
3.2	0.0	1.2	-1.3	9.6	1.0	2.5	-3.5	-4.9	O=C(Cn1c(=O)oc2cc(S(=O)(=O)N3CCCCC3)ccc21)N1CCc2ccccc2C1
-4.0	-2.5	-0.2	0.6	5.5	-0.6	-2.7	3.9	3.1	O=C(CN1CCCCC1)Nc1cccc2c1OCO2
11.9	1.2	0.6	0.2	-8.1	1.1	-2.2	8.9	1.1	O=C(COC(=O)CCSc1ccccc1Cl)NCc1ccco1

# Copied from the list.
# CRFR2-BP ag with CC(=O)c1cccc(CN2CCc3ccc(NC(=O)C4CCCO4)cc3C2)c1 (stereo not drawn) stands at 0.9
# CHRM1 antagonist with Fc1cccc(-c2ncc(-c3ccccc3)o2)c1 stands at -12.6

# (continued)
CHRM5 antagonist	CHRM4 PAM	CHRM4 agonist	M4 antag	CHRM1 antagonist	M5 ag	CRFR2-BP ag	M1 PAM	CHRM5 PAM	structure
3.4	-1.1	-0.5	-10.4	-2.0	-5.1	-0.6	0.3	-3.8	CCOC(=O)c1c(NC(=O)CSc2nnc(Cc3ccccc3)o2)sc(C)c1C
-0.9	-9.4	-3.4	-10.2	2.8	-7.7	0.0	0.2	-6.9	c1ccc(Cc2nc3ccccc3n2Cc2ccccc2)cc1
0.0	-2.2	1.1	-4.1	-7.2	-3.0	2.8	8.1	0.6	COc1ccc(C(=O)NC(C)c2cnn(-c3ccccn3)c2C)o1 (stereo not drawn)
3.8	-4.3	0.8	8.7	-12.8	-3.4	-1.5	-4.3	-0.7	CC(=O)N(CCCN(C)C)CCC(C)CCC=C(C)C (stereo not drawn)
4.6	-10.3	-1.1	8.6	3.9	-1.0	-1.0	-6.0	-7.4	CCCCCOC(=O)Nc1ccc(S(=O)(=O)Nc2cccc([N+](=O)[O-])c2)cc1
2.6	-1.7	0.4	0.9	-42.5	-3.7	-1.0	6.1	6.1	CN(CCO)c1ccc([N+](=O)[O-])cc1C(=O)O
-2.0	0.9	2.4	-1.4	-18.7	1.0	-1.1	9.2	2.5	N#Cc1ccc(CN2CCN(C(=O)C3CC(=O)N(c4ccc5c(c4)OCCO5)C3)CC2)cc1 (stereo not drawn)
4.3	12.8	-0.1	5.4	-16.8	-1.3	-0.4	14.8	0.8	COc1ccc(C(=O)NCc2nnc(SCC(=O)c3ccc(F)cc3)n2C)cc1OC
-7.9	9.3	-1.5	-11.9	-9.7	-0.2	0.2	3.8	2.5	COC(=O)c1ccccc1NC(=O)CSc1nnc(C(C)NC(=O)c2ccc(Cl)cc2Cl)n1C (stereo not drawn)
-1.9	-5.3	2.6	0.8	6.4	-2.6	-3.5	-0.5	-4.0	CCOC(=O)c1ccccc1NS(=O)(=O)c1c(C)nc2sccn2c1=O
9.1	-2.8	6.5	-4.8	3.9	2.2	-1.3	-4.6	-2.5	COc1cc(C(=O)OCC(=O)N2CCCCC2C)cc(NC(=O)c2cccs2)c1OC (stereo not drawn)
1.1	-0.3	0.7	10.2	4.0	-1.2	0.1	-3.5	7.2	C[C@H](NC(=O)c1[nH]cnc1C(=O)Nc1ccc(Cl)cc1)c1ccccc1
